Rad51 HR inh: blocks human Rad51 in homologous recombination | hRad51 DNA strand exchange, fluorescence dequenching | inhibition, % at 10 µM | 200,000 tested, 0.085% active | AID 1385;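 active means inhibition above 40% at the single screening dose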;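 further: 0% = DMSO control wells and 100% = blanks with heterologous ssDNA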
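System: hRad51 filaments on single-stranded DNA; reagent: Fluorescein- and BHQ1-tagged 47-mer duplex; compound dosing: one concentration, 10 µM final; timing: filaments 15 min 37 °C, then compound 30 min; measured by: fluorescein emission 520 nm, excitation 485 nm; benchmarks: per-plate controls and blanks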
Hck-Nef inh: inhibitors of human Hck kinase activated by Nef; 220,000 tested, 0.68% active; Recombinant Hck-YEEI plus Nef, Z-Lyte FRET kinase assay; P08631; inhibition, % at 20 µM; AID 463187;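 active means Hck-Nef kinase inhibition above about 50%, limit read from the data; inactive means inhibition below that limit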;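 further: 0% = DMSO with Hck plus Nef and 100% = Hck alone without Nef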
zVAD death inh: L929 zVAD cell death inhibition; L929 zVAD necroptosis rescue, ATP luminescence, 24 h; with zVAD 60 µM; viability rescue, % at 10 µM; 220,000 tested, 0.38% active; AID 1377;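 active means activation, scaled between plate controls, above about 75%, limit read from the data; inactive means activation under that limit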;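 further: 0% = zVAD with DMSO and 100% = DMSO alone without zVAD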
FXIa inh: blocks human coagulation factor XIa protease activity; purified FXIa, Boc-Glu-Ala-Arg-AMC fluorogenic substrate; inhibition, % at 5 µM; 220,000 tested, 0.14% active;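 active means inhibition of at least 40%; inactive means inhibition below 40%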;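 further: fluorescence of freed AMC excited at 355 nm; 0% = enzyme without compound and 100% = no enzyme blank; many of its hits are not listed in these tables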
Target sequence (P03951 19-387 limits assumed): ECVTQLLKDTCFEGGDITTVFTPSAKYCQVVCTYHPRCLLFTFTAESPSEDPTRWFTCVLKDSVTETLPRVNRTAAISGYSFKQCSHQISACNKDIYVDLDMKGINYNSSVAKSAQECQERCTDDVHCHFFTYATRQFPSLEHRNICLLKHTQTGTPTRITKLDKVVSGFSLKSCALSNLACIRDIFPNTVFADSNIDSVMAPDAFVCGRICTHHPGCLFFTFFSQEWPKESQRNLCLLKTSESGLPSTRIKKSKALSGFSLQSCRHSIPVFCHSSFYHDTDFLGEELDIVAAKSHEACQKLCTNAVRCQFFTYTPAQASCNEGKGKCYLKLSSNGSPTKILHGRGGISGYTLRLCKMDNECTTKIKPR
Target sequence (P03951 388-625 limits assumed): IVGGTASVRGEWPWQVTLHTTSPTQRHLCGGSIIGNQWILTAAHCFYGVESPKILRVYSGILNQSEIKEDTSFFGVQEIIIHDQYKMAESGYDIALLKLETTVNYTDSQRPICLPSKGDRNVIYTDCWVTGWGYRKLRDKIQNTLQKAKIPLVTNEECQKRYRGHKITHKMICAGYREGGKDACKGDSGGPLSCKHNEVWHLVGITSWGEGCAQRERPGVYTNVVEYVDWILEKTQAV
Thrombin inh: inhibitors of human thrombin; P00734; alpha-thrombin, Boc-VPR-AMC fluorogenic substrate cleavage; inhibition, % at 5 µM; 220,000 tested, 0.26% active;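 active means inhibition at or above 40%; inactive means inhibition below 40%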;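 further: 0% = enzyme with no compound and 100% = wells without enzyme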
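Test system: human alpha-thrombin protein / Dosing: one concentration per compound, 5 µM, with 0.2% DMSO / Medium: pH 7.5 Tris-saline with Tween 20 / Benchmarks: no-compound enzyme wells and no-enzyme blanks / Read-out basis: percent inhibition of thrombin substrate cleavage / Timing: reaction at room temperature / Measured by: fluorescence, ex 355 nm, em 460 nm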
Cl transport mod: modulates chloride dependent transport by human KCC2 | Q9H2X9 | KCC2 cells, thallium flux FluoZin-2 fluorescence | B-score of Tl+ flux slope (higher = more flux/activation; lower = inhibition) at 10 µM | 190,000 tested, 2.2% active;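 active means thallium flux slope and its plate-corrected score both differing from the plate sample mean at a set confidence after two filtering rounds, in either direction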;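 further: slope of fluorescence scaled to starting intensity during 10 to 20 s after thallium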
KLK5 inh: inhibitors of human kallikrein 5. Q9Y337. recombinant hK5, fluorogenic AMC substrate cleavage. inhibition, % at 5 µM. 210,000 tested, 0.59% active. AID 873;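 active means inhibition of 40% or more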;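 further: 0% = enzyme controls without compound and 100% = no-enzyme blanks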
FXIIa inh 1536: inhibitors of human coagulation factor XIIa; AID 800; 220,000 tested, 0.3% active; P00748; purified FXIIa, Boc-QGR-AMC fluorogenic substrate, 2 h; inhibition, % at 5 µM; in the data active means inhibition above about 40%;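 further: 0% = enzyme with no compound and 100% = blank without enzyme; many of its hits are not listed in these tables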
TNF necrop inh: inhibitors of TNF-alpha induced necroptosis in Jurkat FADD-/- cells; Jurkat FADD-/- TNF necroptosis rescue, ATP luminescence, 24 h; 0 = TNF only, 100 = no-TNF cells; activation (protection from cell death), % at 10 µM; 220,000 tested, 0.068% active; AID 463075;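 active means activation, meaning protection from cell death, of at least 50% relative to plate controls; inactive means activation below 50%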;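 further: necroptosis triggered by 40 ng/mL TNF-alpha added together with compound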
* hit, by the source's call; nt = no result given.

| cpd | smiles | Rad51 HR inh | Hck-Nef inh | zVAD death inh | FXIa inh | Thrombin inh | Cl transport mod | KLK5 inh | FXIIa inh 1536 | TNF necrop inh |
| --- | --- | --- | --- | --- | --- | --- | --- | --- | --- | --- |
| 1 | COc1ccc(CCC(=O)Nc2ccc(C)c([N+](=O)[O-])c2)cc1 | 0 | 2 | 0.8 | -13 | -6 | 0.19 | -4 | 2 | 3.4 |
| 2 | CC1(C)Cc2nc(N3CCOCC3)c(C#N)cc2CO1 | 5 | -10 | -0.7 | -8 | -9 | 0.011 | -4 | -17 | 0.7 |
| 3 | CC(C)(C)N=C1NC(=NC(C)(C)C)c2ccccc21 | -1 | 1 | 0.1 | -2 | 1 | -3.4 | 4 | 1 | -1.1 |
| 4 | Cc1ccc(C2N(c3nccs3)C(=O)C3CCCN32)cc1 (stereo not drawn) | -10 | 1 | 0.8 | 1 | -9 | nt | 0 | -2 | 0.5 |
| 5 | CCC(C)c1ccccc1NC(=O)COC(=O)c1ccc2c(c1)S(=O)(=O)c1ccccc1C2=O (stereo not drawn) | -4 | 0 | -0.2 | 4 | -14 | 0.41 | -9 | 11 | 2.0 |
| 6 | COC(=O)C1=C(C)N(CCc2ccc(OC)cc2)C(=O)C1 | 5 | 8 | 0.9 | -4 | 37 | nt | 18 | 13 | -0.6 |
| 7 | CC(=O)Nc1ccc(S(=O)(=O)Oc2cccc(N3C(=O)C4CC=CCC4C3=O)c2)cc1 (stereo not drawn) | -6 | 4 | -0.6 | 7 | 3 | -0.34 | -6 | 13 | -3.7 |
| 8 | COc1ccc2[nH]c3nc(SCC(=O)Nc4ccc5c(c4)OCO5)nnc3c2c1 | 0 | 15 | 0.9 | 18 | -2 | -1.5 | 1 | 27 | 0.8 |
| 9 | Cc1ccc(OCCOC(=O)c2sc(=S)n(C)c2C)cc1 | 2 | 16 | -0.9 | 35 | -6 | -1.9 | 35 | 30 | -0.1 |
| 10 | C[C@@H](C(=O)NCc1ccc(S(C)(=O)=O)cc1)[C@@H]1C[C@@]1(C)[C@@H](NC(=O)OCc1ccccc1)c1ccccc1 | -4 | -5 | -0.6 | -3 | -2 | -0.25 | -3 | 6 | 2.2 |
| 11 | Cn1c(=O)c2c(SCC(=O)N3CCCc4ccccc43)nc(C3CC3)nc2n(C)c1=O | 1 | 2 | -0.6 | -8 | -9 | -1.1 | -6 | 2 | -9.3 |
| 12 | Cc1ccc(-c2cc(C(=O)Nc3nn[nH]n3)c3ccccc3n2)cc1 | -3 | -4 | 1.6 | -2 | 2 | nt | 1 | 15 | 3.5 |
| 13 | CCOc1ccc(-c2nc(CCl)cs2)cc1OC | -51 | -7 | -0.8 | -5 | -3 | -0.026 | -13 | -4 | -12 |
| 14 | N=c1c(-c2nc3ccccc3[nH]2)cc(C(=O)c2cccs2)nn1-c1ccccc1 | 3 | 17 | -0.3 | 8 | 7 | 0.41 | -82 | 16 | -8.9 |
| 15 | CCCCc1nnc(NC(=O)C=C(C)C)s1 | 0 | -1 | 0.7 | -3 | -1 | 0.35 | -18 | 0 | 1.0 |
| 16 | Cc1ccc(S(=O)(=O)N(C)CC(=O)Nc2ccncc2)cc1 | -8 | -1 | 0.3 | 5 | 4 | nt | -7 | 16 | -1.6 |
| 17 | CCOC(=O)/C=C1\SCC(=O)N1CC(=O)NC12CC3CC(CC(C3)C1)C2 | -3 | -17 | -0.6 | -3 | 1 | -1 | 3 | -2 | 0.9 |
| 18 | O=C(O)C1C2CC3C(OC(=O)C31)C2Cl (stereo not drawn) | -1 | 0 | 0.7 | 0 | -7 | 0.84 | -9 | 1 | 4.5 |
| 19 | O=C(COC(=O)CNC(=O)c1ccccc1)Nc1ccc(F)c([N+](=O)[O-])c1 | -1 | 20 | 0.7 | -5 | -2 | -0.59 | -4 | 7 | 0.1 |
| 20 | COc1ccccc1C(=O)Nc1ccc(C(=O)c2ccccc2)cc1 | 10 | 28 | 1.7 | -4 | -2 | -0.39 | -14 | 3 | 0.2 |
| 21 | C=CCOC(=O)C(C#N)c1nc2ccccc2nc1N1CCN(Cc2ccccc2)CC1 (stereo not drawn) | -9 | -3 | 2.3 | 3 | 6 | 0.88 | 46* | -8 | 1.1 |
| 22 | CS(=O)(=O)N1CCN(c2cnn(-c3ccccc3)c(=O)c2Cl)CC1 | nt | 21 | 0.8 | -2 | -4 | -0.12 | 2 | 6 | 0.2 |
| 23 | COc1ccc(CN(C(=O)c2cc(=O)c3cc(C)cc(C)c3o2)C2CCS(=O)(=O)C2)cc1 (stereo not drawn) | -8 | 17 | -0.4 | 5 | 3 | -0.37 | 3 | 8 | 1.9 |
| 24 | CN(CC(=O)O/N=C(\N)c1ccccn1)S(=O)(=O)c1cc(Cl)ccc1Cl | 2 | 0 | -0.2 | 7 | 2 | 0.27 | 2 | 14 | -5.0 |
| 25 | O=C(CN1NS(=O)(=O)c2ccccc2C1=O)Nc1ccccc1OC(F)F | 6 | 9 | 0.3 | -8 | 6 | -1.2 | -64 | -13 | -0.2 |
| 26 | NCCSc1c(-c2ccc(F)cc2)[nH]c2ccccc12 | nt | 8 | 0.8 | -4 | -7 | -1.7 | -4 | 2 | 0.0 |
| 27 | CCOC(=O)C1CCCCN1Cc1cc(Cl)ccc1O (stereo not drawn) | -8 | 0 | 0.1 | -2 | -2 | nt | -9 | 11 | 0.2 |
| 28 | CCC1=NN(C(=O)Cc2ccc([N+](=O)[O-])cc2)C(O)(c2ccc(Br)cc2)C1 (stereo not drawn) | -2 | 2 | 0.3 | -2 | -5 | 0.59 | -8 | 2 | 4.6 |

Arranged by formula weight (falling): 4 of the compounds above.
| cpd | smiles | Rad51 HR inh | Hck-Nef inh | zVAD death inh | FXIa inh | Thrombin inh | Cl transport mod | KLK5 inh | FXIIa inh 1536 | TNF necrop inh |
| --- | --- | --- | --- | --- | --- | --- | --- | --- | --- | --- |
| 24 | CN(CC(=O)O/N=C(\N)c1ccccn1)S(=O)(=O)c1cc(Cl)ccc1Cl | 2 | 0 | -0.2 | 7 | 2 | 0.27 | 2 | 14 | -5.0 |
| 26 | NCCSc1c(-c2ccc(F)cc2)[nH]c2ccccc12 | nt | 8 | 0.8 | -4 | -7 | -1.7 | -4 | 2 | 0.0 |
| 3 | CC(C)(C)N=C1NC(=NC(C)(C)C)c2ccccc21 | -1 | 1 | 0.1 | -2 | 1 | -3.4 | 4 | 1 | -1.1 |
| 18 | O=C(O)C1C2CC3C(OC(=O)C31)C2Cl (stereo not drawn) | -1 | 0 | 0.7 | 0 | -7 | 0.84 | -9 | 1 | 4.5 |

One compound at a time, from the list above. Order of values: Rad51 HR inh | Hck-Nef inh | zVAD death inh | FXIa inh | Thrombin inh | Cl transport mod | KLK5 inh | FXIIa inh 1536 | TNF necrop inh
`COc1ccc(CN(C(=O)c2cc(=O)c3cc(C)cc(C)c3o2)C2CCS(=O)(=O)C2)cc1` (stereo not drawn) is entered as -8 | 17 | -0.4 | 5 | 3 | -0.37 | 3 | 8 | 1.9
`CCOC(=O)C1CCCCN1Cc1cc(Cl)ccc1O` (stereo not drawn) is entered as -8 | 0 | 0.1 | -2 | -2 | nt | -9 | 11 | 0.2
`Cc1ccc(C2N(c3nccs3)C(=O)C3CCCN32)cc1` (stereo not drawn) is entered as -10 | 1 | 0.8 | 1 | -9 | nt | 0 | -2 | 0.5
`O=C(COC(=O)CNC(=O)c1ccccc1)Nc1ccc(F)c([N+](=O)[O-])c1` is entered as -1 | 20 | 0.7 | -5 | -2 | -0.59 | -4 | 7 | 0.1
`CCC1=NN(C(=O)Cc2ccc([N+](=O)[O-])cc2)C(O)(c2ccc(Br)cc2)C1` (stereo not drawn) is entered as -2 | 2 | 0.3 | -2 | -5 | 0.59 | -8 | 2 | 4.6

Screens (PubChem)

A portion of the library; rates above refer to the full screens.
